Compound activity deposited in PubChem by Broad Institute.
ARNT-TACC3 inh = ARNT/TACC3 interaction disruption; AlphaScreen His-ARNT PAS-B/GST-TACC3 binding, luminescence; TACC3 fragment carries E629A point mutation; inhibition, % at 9.99 µM; hit rate 0.66% among 390,000; AID 623870;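 active = mean inhibition of replicates at least 50% and at least half of replicates each reaching 50%; inconclusive = half or more replicates reach 50% but mean below 50%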;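 also: 0% = complete ARNT plus TACC3 wells and 100% = ARNT alone without TACC3; many hits fall short of the cut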
ERp5 inh = blocks human ERp5 reductase activity on insulin; inhibition, % at 9.99 µM; AID 651711; hit rate 0.05% among 350,000; ERp5 insulin aggregation, absorbance 650 nm, 90 min; Q15084;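 active = mean replicate inhibition above about 25%, with every replicate also reaching it, limit read from the data, passing the limit was not always enough; inconclusive = only one of those two criteria met; inactive = neither criterion met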
esBAF inh = inhibitors of esBAF chromatin remodeling in mouse ES cells | hit rate 2% among 350,000 | Bmi1-luciferase knock-in reporter, 24 h; 100% = twice the neutral-well signal | AID 602393 | reporter increase, % at 12.5 µM; in the data active = activation above about 40%; inconclusive = no clear call, values can overlap the other calls;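 also: 0% = median of the plate's neutral control wells and 100% = double that signal; a rise in the Bmi1 reporter signal indicates esBAF inhibition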
RAD54 branch = blocks human RAD54 Holliday junction branch migration; hit rate 0.14% among 360,000; FAM/BHQ fluorescence; Q92698; inhibition, % at 10.4 µM;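 active = mean normalized replicate activity at least 40 and at least half of replicates scoring 40 or more; inconclusive = only one of the two criteria met; inactive = mean below 40 and under half of replicates reaching 40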;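 also: 0% = median of neutral control wells and 100% = median of positive control wells; inhibitors cause a drop in the FAM fluorescence signal; in these data hits start at about 50%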
Target sequence (Q92698 whole entry, looked up): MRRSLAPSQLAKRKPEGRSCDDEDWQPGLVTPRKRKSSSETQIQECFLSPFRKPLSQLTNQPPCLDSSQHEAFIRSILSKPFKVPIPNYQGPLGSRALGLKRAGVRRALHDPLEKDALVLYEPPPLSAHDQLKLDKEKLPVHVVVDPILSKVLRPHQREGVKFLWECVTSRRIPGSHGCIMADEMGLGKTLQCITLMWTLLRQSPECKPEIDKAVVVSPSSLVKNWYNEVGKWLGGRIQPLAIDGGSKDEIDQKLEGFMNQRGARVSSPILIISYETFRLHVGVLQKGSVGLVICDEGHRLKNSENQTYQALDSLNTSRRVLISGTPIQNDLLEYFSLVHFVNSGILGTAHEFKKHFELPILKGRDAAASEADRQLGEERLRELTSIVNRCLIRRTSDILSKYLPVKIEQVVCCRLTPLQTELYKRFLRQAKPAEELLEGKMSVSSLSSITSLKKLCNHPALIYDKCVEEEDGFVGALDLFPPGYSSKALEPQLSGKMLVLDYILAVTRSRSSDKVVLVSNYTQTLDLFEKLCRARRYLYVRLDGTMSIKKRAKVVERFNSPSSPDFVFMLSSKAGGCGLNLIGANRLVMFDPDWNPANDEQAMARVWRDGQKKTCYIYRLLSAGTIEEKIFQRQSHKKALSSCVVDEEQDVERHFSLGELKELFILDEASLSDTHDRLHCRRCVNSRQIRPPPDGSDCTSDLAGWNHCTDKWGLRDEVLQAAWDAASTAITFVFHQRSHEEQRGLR
Casp6 inh = caspase-6 (human) enzyme inhibition; inhibition, % at 12.5 µM; hit rate 0.53% among 350,000; P55212; AID 686996; purified caspase-6, Z-VEID-R110 cleavage fluorescence;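 active = mean inhibition across replicates at least about 35%, with every replicate also reaching that limit, limit read from the data; inconclusive = only one of the two criteria met; inactive = neither criterion met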;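 also: 0% = median of neutral control wells and 100% = no fluorescence left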
Target sequence (P55212 24-179 limits assumed): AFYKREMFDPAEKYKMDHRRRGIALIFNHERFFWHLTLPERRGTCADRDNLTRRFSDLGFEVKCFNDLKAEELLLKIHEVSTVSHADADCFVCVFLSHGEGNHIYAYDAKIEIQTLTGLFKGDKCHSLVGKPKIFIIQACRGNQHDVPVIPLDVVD
Target sequence (P55212 194-293 limits assumed): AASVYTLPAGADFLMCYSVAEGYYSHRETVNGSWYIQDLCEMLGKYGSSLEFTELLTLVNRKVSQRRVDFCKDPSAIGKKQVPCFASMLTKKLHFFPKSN
RAD52 anneal inh = blocks human RAD52 DNA annealing. P43351. recombinant RAD52 DNA annealing, FRET fluorescence. inhibition, % at 18.7 µM. AID 651710. hit rate 0.46% among 360,000;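 active = every replicate showing at least 50% inhibition; inconclusive = mean inhibition at least 50% but not in every replicate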
E-selectin induc = E-selectin induction on HUVECs; P16581; HUVEC E-selectin immunofluorescence imaging; normalized: neutral wells 0, TNF-alpha wells 100; activation, % at 7.58 µM; hit rate 0.37% among 260,000; AID 686992;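 active = mean E-selectin-positive cell signal at least 10% of the positive control, reached in at least 60% of replicates, without over 20% cell loss; inconclusive = no rule given, readout overlaps actives, possibly toxicity-flagged; inactive = the rest, including those meeting only one limit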;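 also: in these data hits start at about 27%; measured in HUVEC primary endothelial cells; signal is the percent of cells scored E-selectin positive by PE staining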
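System: HUVEC, human umbilical vein endothelial cells; quantity: 3,000 cells/well; buffer or medium: EGM-2 medium, gelatin-coated wells; dosing: single-point compound dose; detection: immunofluorescence imaging; evaluation: % PE-positive cells; benchmarks: TNF-alpha, DMSO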
PglD DTNB = PglD (C. jejuni) enzyme inhibition; hit rate 0.098% among 360,000; purified PglD enzyme, DTNB colorimetric CoA detection; inhibition, % at 12.5 µM; in the data active = inhibition above about 16%, passing the limit was not always enough; inconclusive = no clear call, values can overlap the other calls; also: strong numbers were not always called active
The depositor's hits bear a star; ? = inconclusive; . = not tested or not shown; & = joins results of further samples.

1: Cc1cc(C(=O)NCC2COc3ccccc3O2)c2ccccc2n1 (centres undefined)
2: FC(F)(F)c1cccc(N2CCN(C(=S)NC3CCCC3)CC2)c1
3: N#Cc1ccc(OCC(=O)NNC(=S)NC(=O)C2CC2)cc1
4: O=C(NCc1ccco1)/C(=C/c1cccnc1)NC(=O)c1cccc(Br)c1
5: O=c1ccc2ccc(OCCOc3cccc(Cl)c3)cc2o1
6: CC12CCCCN1CCCc1c2[nH]c2ccccc12 (centres undefined)
Compound	1	2	3	4	5	6
ERp5 inh	-2	.	3	-1	-2	1
RAD54 branch	.	4	.	-3	8	-16
PglD DTNB	.	-2	.	-4	4	-4
RAD52 anneal inh	-43	.	-12	-12	-11	-30
esBAF inh	.	-13	.	-6	28	-9
ARNT-TACC3 inh	-48	-35	5	0	.	8
E-selectin induc	7.0	.	-0.1	.	0.0	.
Casp6 inh	-1	.	3	3	-4	-5

7: Cc1nnc(NC(=O)c2ccc(S(=O)(=O)N3CCCCC3)cc2)s1
8: Cc1nn2cc(-c3ccccc3)nc2s1
9: COc1cccc(C(=O)Oc2cc(C)[nH]c(=O)c2[N+](=O)[O-])c1OC
10: CC12CCC(C(=O)O)(c3nc(C#N)c(C#N)nc31)C2(C)C (centres undefined)
11: Cc1ccc2c(CC(=O)Nc3nc(C)cs3)coc2c1
12: COc1ccc(-c2cc(C(=O)Nc3cccc(O)c3)no2)cc1
Compound	7	8	9	10	11	12
ERp5 inh	2	3	-3	.	.	1
RAD54 branch	-5	.	5	-8	-8	0
PglD DTNB	-5	.	-2	6	-5	-1
RAD52 anneal inh	-16	6	-4	.	.	-11
esBAF inh	3	.	-14	-13	6	-10
ARNT-TACC3 inh	0	-20	.	4	1	-2
E-selectin induc	.	.	1.7	.	.	.
Casp6 inh	1	-1	-3	.	.	1

13: C[C@@H]1CN([C@@H](C)CO)C(=O)c2cc(NC(=O)Nc3ccccc3)ccc2O[C@H]1CN(C)C(=O)Nc1cccc2ccccc12
14: C=C[C@@H]1c2cc(C)ccc2N(S(=O)(=O)c2ccc(C)cc2)[C@H](c2ccccc2C(F)(F)F)C1(C#N)C#N
15: O=C(N[C@H]1CC[C@H](CCn2cc(-c3ccccc3F)nn2)O[C@H]1CO)c1ccc2c(c1)OCO2
16: COc1ccc(N=Nc2nc(-c3ccccc3)c(-c3ccccc3)[nH]2)cc1
17: COCCCN1CC(=O)N2C(c3cccc(OC)c3OC)c3[nH]c4ccccc4c3C[C@H]2C1=O (some centres undefined)
18: CC(C)NC(=O)Nc1ccc2c(c1)C(=O)N([C@@H](C)CO)C[C@@H](C)[C@@H](CN(C)C(=O)c1ccncc1)OCCCC[C@H](C)O2
Compound	13	14	15	16	17	18
ERp5 inh	4	6	-3	4	5	1
RAD54 branch	-2&-8	3	7	-2	14	-6
PglD DTNB	-2&-5	2	2	-2	-2	-3
RAD52 anneal inh	1	-6	9	-1	-11	3
esBAF inh	3&12	-10	-5	10	4	.
ARNT-TACC3 inh	6&-1	-3	-6	-12	1	1
E-selectin induc	0.3	-0.3	0.1	.	2.7	0.2
Casp6 inh	1	2	1	-1	-1	0

Full records, quoted from the list.
COc1ccc(N=Nc2nc(-c3ccccc3)c(-c3ccccc3)[nH]2)cc1 is entered as ERp5 inh = 4; RAD54 branch = -2; PglD DTNB = -2; RAD52 anneal inh = -1; esBAF inh = 10; ARNT-TACC3 inh = -12; E-selectin induc = .; Casp6 inh = -1
C[C@@H]1CN([C@@H](C)CO)C(=O)c2cc(NC(=O)Nc3ccccc3)ccc2O[C@H]1CN(C)C(=O)Nc1cccc2ccccc12 is entered as ERp5 inh = 4; RAD54 branch = -2&-8; PglD DTNB = -2&-5; RAD52 anneal inh = 1; esBAF inh = 3&12; ARNT-TACC3 inh = 6&-1; E-selectin induc = 0.3; Casp6 inh = 1

Next section
19: C[C@@H]1CN([C@@H](C)CO)C(=O)CCCn2nncc2CO[C@H]1CN(C)C(=O)C1CC1
20: CCc1cc2c(COC(=O)c3cc(S(=O)(=O)N4CCOCC4)ccc3F)cc(=O)oc2cc1O
21: COc1cccc(NC(=O)CSc2nccn2-c2cccc(OC)c2)c1
22: O=C(C[C@@H]1CC[C@@H]2[C@H](COC[C@H](O)CN2S(=O)(=O)c2ccc(F)cc2)O1)NCC1CCCCC1
23: Cc1ccc(S(=O)(=O)N2CCC(C(=O)OCC(=O)N3CCCC3=O)CC2)cc1C
24: O=C(N/N=C/c1cccc(F)c1)c1csc2c1CCCC2
Compound	19	20	21	22	23	24
ERp5 inh	-1&9	-2	.	-2	-1	.
RAD54 branch	-8&1	-4	-4	6	14	6
PglD DTNB	2&-2	0	-1	-1	4	7
RAD52 anneal inh	-2&6	-31	.	22	0	.
esBAF inh	-1&-3	8	4	-2	.	50*
ARNT-TACC3 inh	-4	-3	23	4	4	-1
E-selectin induc	0.6&0.6	0.4	.	0.3	.	.
Casp6 inh	-1&0	4	.	1	-1	.

25: C=C(CC[C@@H](O)C(C)(C)O)[C@H]1CC[C@]2(C)[C@@H]1CCC1[C@@]3(C)CC[C@H](O)C(C)(C)C3CC[C@]12C (some centres undefined)
26: COCc1cc(=O)oc2cc(NS(=O)(=O)c3ccc(C)cc3)ccc12
27: C/C=C/c1ccc([C@@H]2[C@@H](CO)N(C(C)=O)[C@H]2CNC(=O)CC2CC2)cc1
28: Cc1cccc(-c2noc(CN(C(=O)CCc3ccccc3)C(C)C)n2)c1
29: COc1ccc(CCNC(=S)Nc2cc(C)cc(C)c2)cc1
30: Cc1ccc(S(=O)(=O)Nc2cccc3c2O[C@H](CN(C)S(=O)(=O)c2cccs2)[C@H](C)CN([C@H](C)CO)C3=O)cc1
Compound	25	26	27	28	29	30
ERp5 inh	3	-4	-1	.	.	-13
RAD54 branch	1	-6	-4	-8	-3	2
PglD DTNB	4	3	2	4	-1	2
RAD52 anneal inh	-8	-36	-27	.	.	-8
esBAF inh	-5	.	-5	2	0	3
ARNT-TACC3 inh	1	.	-4	-7	-3	5
E-selectin induc	.	.	0.1	.	.	.
Casp6 inh	-1	-2	1	.	.	0

31: Brc1ccc(C[n+]2ccccc2)cc1
32: CCCC#Cc1cnc2c(c1)C(=O)N([C@@H](C)CO)C[C@@H](C)[C@H](CN(C)C(=O)Nc1ccc(OC)cc1)O2
33: CCOC(=O)C(=O)NC(C)CCc1ccccc1 (centres undefined)
34: CO[C@H]1CC[C@@H]2CCN(C)C(=O)C[C@H](c3ccccc3)CN(C)C(=O)c3cccc(C#N)c3OC[C@H]1O2
35: Cc1ccc(-c2nc3sc(C(N)=O)c(N)c3c3c2CCCC3)cc1
36: CCCCN(C)C(=O)c1cn(CC)c2nc(C)ccc2c1=O
Compound	31	32	33	34	35	36
ERp5 inh	-3	2	-4	-6	2	.
RAD54 branch	-1	1	-3	-1	.	0
PglD DTNB	0	-1	-3	3	.	2
RAD52 anneal inh	6	-22	-3	-18	-3	.
esBAF inh	6	6	-7	-6	.	2
ARNT-TACC3 inh	-2	-3	-5	-9	-19	-8
E-selectin induc	-0.2	-1.0	-0.2	-0.1	.	.
Casp6 inh	1	-2	-1	1	3	.

37: CC1OC(Nc2cccc3ccccc23)C(O)C(O)C1O (centres undefined)
38: Cc1cc(C)cc(Oc2coc3cc(OC(=O)c4cccs4)ccc3c2=O)c1
39: N#C[C@@H]1[C@H](c2ccc(C#Cc3ccccc3F)cc2)[C@@H](CO)N1C(=O)C1CCCC1
40: Cc1cccc(CN2CCN(C3CN(Cc4ccc(F)cc4)S(=O)(=O)C3)CC2)c1 (centres undefined)
41: CS(=O)(=O)N1CCC(c2noc(-c3ccc(C(F)(F)F)cc3)n2)CC1
42: COCC#Cc1ccc2c(c1)O[C@@H](CN(C)S(=O)(=O)c1cccc(OC)c1)[C@@H](C)CN([C@H](C)CO)S2(=O)=O
Compound	37	38	39	40	41	42
ERp5 inh	.	.	3	0	.	-2
RAD54 branch	-6	-7	.	2	-3	1
PglD DTNB	-11	-7	.	-3	-10	0
RAD52 anneal inh	.	.	-175	-14	.	7
esBAF inh	10	1	.	-1	15	-2
ARNT-TACC3 inh	30	-7	.	.	-7	25
E-selectin induc	.	.	0.3	-1.3	.	0.1
Casp6 inh	.	.	1	-9	.	0

43: CCC(=O)Nc1ccc2c(c1)C(=O)N(C)[C@H]1CC[C@@H](CC(=O)NCc3ccc(OC)cc3)O[C@@H]1CO2
44: CO[C@@H]1CN(C)C(=O)c2ccc(NS(=O)(=O)CC(F)(F)F)cc2OC[C@@H](C)NC[C@@H]1C
45: COC(=O)c1ccccc1OCCN1CCCCCC1
46: N=c1c(S(=O)(=O)c2ccc(Br)cc2)cc2c(=O)n3ccccc3nc2n1C1CCCC1
47: CCCS(=O)(=O)NCc1ccc2c(c1)cc(C)n2C
48: O=C(NCCc1cn2ccsc2n1)c1cccs1
Compound	43	44	45	46	47	48
ERp5 inh	-2	-1	5	-6	?	2
RAD54 branch	-1	4	.	-5	.	10
PglD DTNB	-2	0	.	0	.	-2
RAD52 anneal inh	5	-9	-7	-44	-9	-10
esBAF inh	-10	1	.	-5	.	0
ARNT-TACC3 inh	0	6	.	4	-8	.
E-selectin induc	0.2	0.2	-0.2	.	.	-0.6
Casp6 inh	2	.	-55	.	1	0

49: COc1cccc(CNC(=O)[C@@H]2CCCN2C(=O)[C@H]2CCCCN2C(=O)c2cccc(OC)c2)c1
50: CCN(CC)C(=O)Cn1cc(S(=O)(=O)CC(=O)Nc2cc(C)on2)c2ccccc21
51: COC(=O)c1cc2c(c3c4cc(F)ccc4n(S(=O)(=O)c4ccc(C)cc4)c13)C(=O)N(C)C2
52: COC(=O)C[C@@H]1C[C@H]2c3cc(NC(=O)Nc4ccccc4)ccc3O[C@H]2[C@@H](CO)O1
Compound	49	50	51	52
ERp5 inh	-6	-2	-4	-2
RAD54 branch	.	2	.	5
PglD DTNB	.	3	.	-1
RAD52 anneal inh	2	-7	-33	-8
esBAF inh	.	.	.	4
ARNT-TACC3 inh	.	-5	.	1
E-selectin induc	0.0	0.2	0.0	0.0
Casp6 inh	-2	-1	-1	0

Given with two lines to a compound: four of the compounds above
The line under a structure holds: ERp5 inh	RAD54 branch	PglD DTNB	RAD52 anneal inh	esBAF inh	ARNT-TACC3 inh	E-selectin induc	Casp6 inh
49: COc1cccc(CNC(=O)[C@@H]2CCCN2C(=O)[C@H]2CCCCN2C(=O)c2cccc(OC)c2)c1
 : -6	.	.	2	.	.	0.0	-2
50: CCN(CC)C(=O)Cn1cc(S(=O)(=O)CC(=O)Nc2cc(C)on2)c2ccccc21
 : -2	2	3	-7	.	-5	0.2	-1
51: COC(=O)c1cc2c(c3c4cc(F)ccc4n(S(=O)(=O)c4ccc(C)cc4)c13)C(=O)N(C)C2
 : -4	.	.	-33	.	.	0.0	-1
52: COC(=O)C[C@@H]1C[C@H]2c3cc(NC(=O)Nc4ccccc4)ccc3O[C@H]2[C@@H](CO)O1
 : -2	5	-1	-8	4	1	0.0	0
